E coli growth = E. coli V3065 growth inhibition, primary screen, counter-screen for AddAB inhibitor project, absorbance, OD600. hit rate 0.27% among 330,000. 18 h. inhibition, % at 11.9 µM;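 active = inhibition above the campaign's mean inhibition across all tested compounds plus 3 SD, cut at about 9.9% in these data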;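 note: uninfected addAB+ strain grown without phage in ampicillin broth; 0% = DMSO wells and 100% = ciprofloxacin 0.95 µg/ml wells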
Tat export inh = E. coli Tat export inhibitors, primary screen, MC4100, TorA-mCherry reporter, fluorescence, single point. inhibition, % at 10 µM. hit rate 0.036% among 340,000;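 active = mean replicate inhibition at least 50% and at least half of replicates individually reaching 50%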;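 note: exported cargo escapes ClpAP degradation while cytoplasmic cargo is degraded and loses fluorescence; 0% = median of neutral control wells and 100% = median of NaSCN control wells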
AddAB inh = growth inhibition of E. coli expressing H. pylori AddAB, primary screen, AddAB inhibitor project, absorbance. inhibition, % at 11.9 µM. hit rate 0.29% among 330,000; in the data active = inhibition above about 12%;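 note: 0% = vehicle wells of infected cells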
HTR5A inv ag = HTR5A inverse agonists in luminescence cell assay, primary screen, counter-screen for OPRM1-OPRD1 heterodimer inverse agonist project, full-deck HTS; HTR5A cell line, inverse agonism; hit rate 0.083% among 340,000; AID 504634, 2011; inhibition, % at 9.3 µM; in the data active = inhibition mostly above about 23%, no sharp cut-off; inactive = mostly below about 18%;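 note: 0% = cells with DMSO and 100% = no-cell wells with DMSO; some compounds called inactive have numbers as strong as hits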
Target sequence (P47898 whole entry, looked up): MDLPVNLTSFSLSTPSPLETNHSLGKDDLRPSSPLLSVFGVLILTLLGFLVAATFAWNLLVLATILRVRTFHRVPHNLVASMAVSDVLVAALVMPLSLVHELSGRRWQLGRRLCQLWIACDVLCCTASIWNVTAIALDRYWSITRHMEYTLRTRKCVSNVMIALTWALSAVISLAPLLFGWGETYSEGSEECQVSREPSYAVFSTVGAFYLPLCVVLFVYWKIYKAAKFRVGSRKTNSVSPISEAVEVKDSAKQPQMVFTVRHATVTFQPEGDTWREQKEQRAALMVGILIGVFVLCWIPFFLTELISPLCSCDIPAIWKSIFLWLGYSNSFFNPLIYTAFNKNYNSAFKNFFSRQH
PKA-R2B activ = activators of PKA-R2B holoenzyme, primary screen, biochemical, fluorescence polarization, Cy5-IP20, human | hit rate 0.079% among 340,000 | PKA-R2B holoenzyme dissociation; R2B truncated from residue 108, S112A mutant; 0% DMSO only, 100% 113 µM cGMP | activation, % at 11.4 µM | AID 504700, 2011;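 active = activation above a cutoff set at the mean over all compounds plus 3 SD, cut at about 18% in these data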;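 note: higher means more holoenzyme dissociation and a rise in polarization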
Target sequence (P31323 whole entry, looked up, other chains not shown, the tested form may be a part): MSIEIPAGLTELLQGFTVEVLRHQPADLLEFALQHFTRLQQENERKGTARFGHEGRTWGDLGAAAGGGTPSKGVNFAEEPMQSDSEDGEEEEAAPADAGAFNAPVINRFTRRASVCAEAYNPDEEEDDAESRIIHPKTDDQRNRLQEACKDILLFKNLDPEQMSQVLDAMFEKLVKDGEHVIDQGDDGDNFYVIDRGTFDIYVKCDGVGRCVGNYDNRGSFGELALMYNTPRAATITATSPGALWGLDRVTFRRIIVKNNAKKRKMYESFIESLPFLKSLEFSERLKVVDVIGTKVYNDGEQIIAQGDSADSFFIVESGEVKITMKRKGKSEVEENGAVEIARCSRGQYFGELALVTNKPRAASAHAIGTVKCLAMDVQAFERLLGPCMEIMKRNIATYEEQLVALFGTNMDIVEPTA
MOR-DOR ag = agonists of OPRM1-OPRD1 heterodimerization, primary screen, cell-based, luminescence | Mu-type opioid receptor (Homo sapiens) + Delta-type opioid receptor (Homo sapiens), … | cells | activation, % at 9.3 µM | hit rate 0.3% among 340,000; in the data active = activation above about 18%;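 note: 0% = vehicle-treated cells and 100% = reference agonist; values of inactives mirror those of a sister screen read the other way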
PKA-R1A activ = activators of PKA-R1A holoenzyme, primary screen, biochemical, fluorescence polarization, Cy5-IP20, bovine R1A, mouse PKAc; activation, % at 11.4 µM; PKA-R1A dissociation; scaled: DMSO 0%, 113 µM cGMP 100%; AID 504707, 2011; hit rate 0.083% among 340,000; cAMP-dependent protein kinase type I-alpha regulatory subunit (Bos taurus) + …;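 active = percent activation above the mean of all tested compounds plus 3 SD, cut at about 19% in these data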;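 note: higher means more PKAc released from R1A so a rise in polarization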
phage Ecoli inh = growth loss of phage-infected E. coli, primary screen, RecBCD inhibitor project, absorbance, with phage, HTS; hit rate 0.26% among 360,000; inhibition, % at 11.9 µM; in the data active = inhibition above about 11%
SUMO Mot1 rescue = yeast Mot1-301 growth rescue at high temperature, primary screen, SUMOylation pathway inhibitor project, S. cerevisiae, ATP luminescence, 38.5C. hit rate 1% among 320,000. AID 2716, 2010. growth rescue, % at 18.8 µM. S. cerevisiae Mot1-301 growth rescue; percent above DMSO median, 100 means doubled;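 active = every valid replicate shows activation above 250% relative to neutral control wells; inactive = the rest, any valid replicate at or below 250%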;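 note: OY570 slx delta 5 strain wells were the positive control but not used for scaling; some compounds called inactive have numbers as strong as hits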
PfHsp90 yeast 2 = growth inhibition of PfHsp90-expressing yeast, primary screen, antimalarial PfHsp90 inhibitor project, S. cerevisiae, BacTiter-Glo luminescence, single point, set 2; BacTiter-Glo ATP, 48 h; yeast lacking PDR1 and PDR3 efflux regulators; AID 504621, 2011; inhibition, % at 9.4 µM; hit rate 0.32% among 310,000;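 active = every replicate shows inhibition above about 80%, whatever the replicate mean, limit read from the data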;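 note: 0% = DMSO neutral controls and 100% = 20 µM radicicol positive controls; yeast relying on Plasmodium falciparum Hsp90 in place of its own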
OPRM1-OPRD1 inv = inverse agonists of MOR-DOR heterodimerization, primary screen, cell-based, luminescence; AID 504357, 2011; hit rate 0.21% among 340,000; cell-based MOR-DOR heterodimer luminescence, inverse agonism; inhibition, % at 9.3 µM; Mu-type opioid receptor (Homo sapiens) + Delta-type opioid receptor (Homo sapiens), …; in the data active = inhibition above about 22%, passing the limit was not always enough;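 note: 0% = cells with DMSO and 100% = wells without cells with DMSO; values of inactives mirror those of a sister screen read the other way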
Numbers without * were called inactive; x = no result given. Rows are unselected. Share with any hit: about 2.2%.

mol,MOR-DOR ag,PKA-R1A activ,E coli growth,HTR5A inv ag,phage Ecoli inh,OPRM1-OPRD1 inv,PfHsp90 yeast 2,AddAB inh,SUMO Mot1 rescue,PKA-R2B activ,Tat export inh
O=C(c1c[nH]c2ccccc12)C(O)C(c1ccccc1)N1CCOCC1 (centres undefined),-2.0,-1,-0.3,8,-0.6,9,13,2.7,19,3,8
CCOC(=O)c1[nH]c(C)c(C(=O)NC(C)(C)C)c1C,-2.3,-3,-1.2,-36,4.1,13,-7,-2.5,x,-1,-2
CC(C)NC(=O)c1cc(-c2cccs2)on1,-2.9,-2,1.5,-5,0.6,16,x,1.6,6,0,-2
CCOc1ccc2[nH]c(=O)c(CN(CCO)C(c3nnnn3C3CCCCC3)C(C)C)cc2c1 (centres undefined),-1.4,0,x,33,1.4,7,x,x,x,0,3
N#Cc1cccc(CSc2ncnc(N)n2)c1,-3.6,-4,0.0,2,1.5,17,27,1.7,-2,-6,-6
Cc1c(C)c2ccc(OC(C)C(=O)NCCCn3ccnc3)c(C)c2oc1=O (centres undefined),-3.2,7,2.7,8,1.1,17,-1,1.7,12,3,-13
O=C(Nc1ccc(Cl)cn1)c1cccc(S(=O)(=O)N2CCCC2)c1,0.4,1,-0.3,-19,-0.4,-3,5,4.2,0,8,10
CN(C)c1cc2c(cc1NC(=O)c1ccccc1Cl)n(C)c(=O)n2C,0.3,4,-1.4,11,2.4,-1,14,4.0,11,7,5
Nc1ncnc2c1ncn2[C@@H]1O[C@H](CNC(=O)[C@@H]2CCN2)[C@@H](O)[C@H]1O,-2.0,2,-1.2,-6,2.9,10,8,-0.4,x,6,6
O=C(Nc1ccc(Cl)cc1)Nc1cc([N+](=O)[O-])ccc1F,-2.0,-7,1.3,-15,3.5,10,12,3.0,-10,-1,-11
CCOC(=O)C(C)Sc1nc(=O)n2cc(C)ccc2n1 (centres undefined),-1.1,1,-1.3,4,4.7,5,-8,0.5,-1,3,0
O=C(NCC1CCCO1)c1ccc(COc2ccc(Br)cc2)cc1 (centres undefined),0.1,-13,2.2,-14,5.1,-1,-16,7.0,11,-18,1
O=C(CC1CCCCC1)NCc1ccccn1,0.0,-1,0.0,-14,3.9,0,x,4.8,-15,-4,-9
COc1ccc(CN(C)C(=O)Cc2ccc(OC)c(S(=O)(=O)N3CCOCC3)c2)cc1,-2.9,6,1.4,0,0.5,15,x,-1.7,9,7,-8
c1cncc(C2OCC3(CO2)COC(c2cccnc2)OC3)c1 (centres undefined),-2.5,-2,0.3,3,3.4,11,24,0.0,-1,1,8
Cc1ccc2nc(-c3ccc(NC(=O)c4cccnc4)cc3)oc2c1,-1.5,-6,1.2,-3,2.0,7,15,-1.0,x,-1,-6
O=C1C=C(NCCOC23CC4CC(CC(C4)C2)C3)C2(CCCCC2)O1,-0.2,-8,-1.6,12,2.5,1,6,-0.9,x,-6,-1
Cc1occc1C(=O)NCc1ccccc1F,-3.1,3,-0.9,-17,0.4,16,x,-1.2,-9,4,-1
CCS(=O)(=O)Nc1cc(C(=O)OC)ccc1C(=O)OC,0.1,0,-0.8,14,0.6,-1,10,1.1,-9,-3,2
Cc1cc(C)c2cc(C#N)c(SCC(=O)NCC3CCCO3)nc2c1 (centres undefined),-0.1,6,-4.7,-19,3.9,1,-9,1.2,1,-5,2
COCc1ccc(C(=O)N2CCCC(N3CCN(c4ccccc4C)CC3)C2)s1 (centres undefined),-2.2,-2,1.4,29,-0.8,12,15,2.0,-2,1,6
NC(=O)CSc1nnc(Cc2csc(Nc3ccc(F)cc3)n2)n1Cc1ccccc1,-1.6,1,-0.7,10,3.5,8,0,-0.1,9,1,6
CCn1c(SCC(=O)Nc2ccc(C(C)=O)cc2)nc2nc3c(cc2c1=O)CCCC3,-0.5,-2,-0.7,6,2.3,3,-8,-0.5,-1,2,3
Cn1c2ccccc2n2c(=O)cc(-c3ccccc3)c(C#N)c12,-2.7,-5,-2.0,-12,1.6,14,13,-0.6,3,-2,-19
COc1ccc(N(CC(=O)NC2CCCC2)S(=O)(=O)c2ccc(NC(C)=O)cc2)cc1,-2.4,-10,-2.3,-15,2.0,13,16,0.3,160,-6,3
COc1ccc(OC)c(NC(=O)CCOc2cccc(C)c2)c1,5.8,0,-0.4,-21,2.5,-37,-40,1.7,8,-9,5
CC1=C(C(=O)Nc2ccccc2)C(c2cccnc2)n2ncnc2N1 (centres undefined),-2.1,-11,1.5,4,4.7,11,-1,3.9,18,-14,-1
CCCC1CC(C)(c2csc(Nc3ccc(OCC)cc3)n2)OC1=O (centres undefined),2.7,-6,-0.9,-15,1.3,-16,-12,0.0,-4,-10,13
CCOc1ccccc1C(=O)N1CCN=C1SCc1cccnc1,-0.5,4,-1.0,-2,3.0,3,-68,-1.3,891,-2,9
CC(C)Cc1csc(NC(=O)C(C)C)c1C(=O)O,-1.6,6,1.1,2,1.4,8,-19,-0.9,-8,-2,6

Given with two lines to a compound: part of the list above.
Values in the order: MOR-DOR ag, PKA-R1A activ, E coli growth, HTR5A inv ag, phage Ecoli inh, OPRM1-OPRD1 inv, PfHsp90 yeast 2, AddAB inh, SUMO Mot1 rescue, PKA-R2B activ, Tat export inh
COc1ccc(CN(C)C(=O)Cc2ccc(OC)c(S(=O)(=O)N3CCOCC3)c2)cc1
→ -2.9, 6, 1.4, 0, 0.5, 15, x, -1.7, 9, 7, -8
c1cncc(C2OCC3(CO2)COC(c2cccnc2)OC3)c1 (centres undefined)
→ -2.5, -2, 0.3, 3, 3.4, 11, 24, 0.0, -1, 1, 8

More entries follow.
mol,MOR-DOR ag,PKA-R1A activ,E coli growth,HTR5A inv ag,phage Ecoli inh,OPRM1-OPRD1 inv,PfHsp90 yeast 2,AddAB inh,SUMO Mot1 rescue,PKA-R2B activ,Tat export inh
COC(=O)[C@]1(CC(C)C)N[C@H](c2ccc(-c3ccc(Cl)c(Cl)c3)cc2)[C@@H]2C(=O)N(C)C(=O)[C@@H]21,-1.0,2,-1.9,-8,0.9,6,-7,4.1,-2,3,30
CC(C)(C)Nc1nc(Cl)nc(NCc2ccccc2)n1,-0.7,-7,3.1,1,0.5,3,-8,-1.2,-12,9,2
Cc1ccc2nc(C)cc(C(=O)OCC(=O)Nc3c(C)n(C)n(-c4ccccc4)c3=O)c2c1,-0.8,-3,-0.2,6,3.5,4,-4,0.9,-4,-8,0
O=C(CN(Cc1ccc(F)cc1)C(=O)CCC(=O)Nc1ccccn1)NCCc1ccccc1,-2.8,2,-0.8,-12,3.4,15,-100,0.7,-7,-2,4
CSc1nc2ccc3nc(NC(=O)c4ccc(C)cc4)sc3c2s1,-1.6,2,0.6,-14,2.2,8,3,2.3,-3,7,-3
CCN1CCN(C(C(=O)NC2CCCC2)c2cc3c(cc2[N+](=O)[O-])OCO3)CC1 (centres undefined),-3.6,-11,-1.4,4,-1.5,17,x,0.7,-5,-13,-16
CN(C)c1ccc(NC(=O)c2ccc3c(c2)nnn3C)cc1,1.0,0,-0.6,-1,2.8,-7,-27,2.5,-7,5,3
CC(=O)c1c(C)[nH]c(C(=O)NCc2ccccc2F)c1C,0.8,-3,3.6,-7,2.3,-7,-1,4.0,1,-6,3
COc1cc(NC(=O)COC(=O)c2cc(S(=O)(=O)N3CCCCC3)ccc2Cl)c(C)cc1[N+](=O)[O-],-1.1,-2,0.7,1,2.1,6,12,3.2,-9,-5,-4
COc1ccc(CN2[C@@H](CC(C)=O)c3cc(C(F)(F)F)ccc3S2(=O)=O)cc1,0.7,-6,-3.4,8,1.9,-4,x,3.1,-6,-1,-3
Cc1cc(C(=O)Cn2nnc3ccccc3c2=O)c(C)n1Cc1cccs1,0.1,5,0.7,16,-0.5,0,x,-0.1,7,-9,-1
Cc1cccc(-n2ccnc2SCC(=O)Nc2nccs2)c1C,-0.9,7,0.9,-11,1.5,4,-16,3.2,-5,-2,-2
CS(=O)(=O)c1sc(C#N)c2c1C(=O)CC(c1ccccc1)C2 (centres undefined),-7.0,6,-1.8,14,-1.8,35*,-59,-2.3,358,-6,1
c1ccc(CCOn2ccnc2)cc1,-1.1,3,-1.4,-1,1.9,5,6,-2.2,-11,1,1
O=S1(=O)CCOCCN1Cc1ccccc1,-0.8,-10,-0.5,5,0.7,5,34,1.3,-6,-7,18
CC(C)[C@H](NC(N)=O)C(=O)Nc1ccc(Oc2ccccc2)cc1,-0.9,-18,0.4,-4,3.7,5,5,1.4,-20,-8,5
COCCCNC(=S)Nc1ccc2nc(N3CCOCC3)cc(C)c2c1,-1.7,-9,1.7,-14,1.7,8,-15,-1.0,21,-2,-1
CCc1cc(=O)oc2cc(OCC(=O)N3CCCc4ccccc43)ccc12,-1.7,-7,0.0,2,1.4,10,-11,1.1,4,-4,2
Cc1ccc(S(=O)(=O)N(C)C)cc1NC(=O)CN1C(=O)NC2(CCCCCC2)C1=O,-4.1,-6,-1.5,26,1.3,14,-8,1.2,-20,-1,4
COc1ccccc1C(CNC(=O)C1CCN(C(=O)Nc2ccccc2)CC1)N1CCCC1 (centres undefined),-3.8,-8,x,18,1.6,20,x,x,x,1,1
O=C(NCC1COc2ccccc2O1)c1ccccc1 (centres undefined),-1.9,3,1.0,12,3.1,10,-6,0.3,-4,-22,-5

Grouped by structure, those above with two or more sulfur atoms (4)
mol,MOR-DOR ag,PKA-R1A activ,E coli growth,HTR5A inv ag,phage Ecoli inh,OPRM1-OPRD1 inv,PfHsp90 yeast 2,AddAB inh,SUMO Mot1 rescue,PKA-R2B activ,Tat export inh
NC(=O)CSc1nnc(Cc2csc(Nc3ccc(F)cc3)n2)n1Cc1ccccc1,-1.6,1,-0.7,10,3.5,8,0,-0.1,9,1,6
CSc1nc2ccc3nc(NC(=O)c4ccc(C)cc4)sc3c2s1,-1.6,2,0.6,-14,2.2,8,3,2.3,-3,7,-3
Cc1cccc(-n2ccnc2SCC(=O)Nc2nccs2)c1C,-0.9,7,0.9,-11,1.5,4,-16,3.2,-5,-2,-2
CS(=O)(=O)c1sc(C#N)c2c1C(=O)CC(c1ccccc1)C2 (centres undefined),-7.0,6,-1.8,14,-1.8,35*,-59,-2.3,358,-6,1

Bioassay records (PubChem)
